Pf apPOL block = Pf-apPOL inhibitors, biochemical, fluorescence; Plasmodium falciparum apicoplast DNA polymerase (apPOL); Recombinant Pf-apPOL, molecular beacon fluorescence, 1.5 h; inhibition, % at 10 µM; 0.25% of 210,000 active
mHTT-CaM PPI inh = mutant huntingtin-calmodulin interaction inhibitors – biochemical, AlphaScreen, primary screen | 3.6% of 190,000 active | AlphaScreen His-mHTT/GST-CaM binding, luminescence | P42858 | inhibition, % at 15 µM;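 also: 0% = both proteins with DMSO and 100% = one protein alone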
Target sequence (P42858 whole entry, looked up, stated change not applied): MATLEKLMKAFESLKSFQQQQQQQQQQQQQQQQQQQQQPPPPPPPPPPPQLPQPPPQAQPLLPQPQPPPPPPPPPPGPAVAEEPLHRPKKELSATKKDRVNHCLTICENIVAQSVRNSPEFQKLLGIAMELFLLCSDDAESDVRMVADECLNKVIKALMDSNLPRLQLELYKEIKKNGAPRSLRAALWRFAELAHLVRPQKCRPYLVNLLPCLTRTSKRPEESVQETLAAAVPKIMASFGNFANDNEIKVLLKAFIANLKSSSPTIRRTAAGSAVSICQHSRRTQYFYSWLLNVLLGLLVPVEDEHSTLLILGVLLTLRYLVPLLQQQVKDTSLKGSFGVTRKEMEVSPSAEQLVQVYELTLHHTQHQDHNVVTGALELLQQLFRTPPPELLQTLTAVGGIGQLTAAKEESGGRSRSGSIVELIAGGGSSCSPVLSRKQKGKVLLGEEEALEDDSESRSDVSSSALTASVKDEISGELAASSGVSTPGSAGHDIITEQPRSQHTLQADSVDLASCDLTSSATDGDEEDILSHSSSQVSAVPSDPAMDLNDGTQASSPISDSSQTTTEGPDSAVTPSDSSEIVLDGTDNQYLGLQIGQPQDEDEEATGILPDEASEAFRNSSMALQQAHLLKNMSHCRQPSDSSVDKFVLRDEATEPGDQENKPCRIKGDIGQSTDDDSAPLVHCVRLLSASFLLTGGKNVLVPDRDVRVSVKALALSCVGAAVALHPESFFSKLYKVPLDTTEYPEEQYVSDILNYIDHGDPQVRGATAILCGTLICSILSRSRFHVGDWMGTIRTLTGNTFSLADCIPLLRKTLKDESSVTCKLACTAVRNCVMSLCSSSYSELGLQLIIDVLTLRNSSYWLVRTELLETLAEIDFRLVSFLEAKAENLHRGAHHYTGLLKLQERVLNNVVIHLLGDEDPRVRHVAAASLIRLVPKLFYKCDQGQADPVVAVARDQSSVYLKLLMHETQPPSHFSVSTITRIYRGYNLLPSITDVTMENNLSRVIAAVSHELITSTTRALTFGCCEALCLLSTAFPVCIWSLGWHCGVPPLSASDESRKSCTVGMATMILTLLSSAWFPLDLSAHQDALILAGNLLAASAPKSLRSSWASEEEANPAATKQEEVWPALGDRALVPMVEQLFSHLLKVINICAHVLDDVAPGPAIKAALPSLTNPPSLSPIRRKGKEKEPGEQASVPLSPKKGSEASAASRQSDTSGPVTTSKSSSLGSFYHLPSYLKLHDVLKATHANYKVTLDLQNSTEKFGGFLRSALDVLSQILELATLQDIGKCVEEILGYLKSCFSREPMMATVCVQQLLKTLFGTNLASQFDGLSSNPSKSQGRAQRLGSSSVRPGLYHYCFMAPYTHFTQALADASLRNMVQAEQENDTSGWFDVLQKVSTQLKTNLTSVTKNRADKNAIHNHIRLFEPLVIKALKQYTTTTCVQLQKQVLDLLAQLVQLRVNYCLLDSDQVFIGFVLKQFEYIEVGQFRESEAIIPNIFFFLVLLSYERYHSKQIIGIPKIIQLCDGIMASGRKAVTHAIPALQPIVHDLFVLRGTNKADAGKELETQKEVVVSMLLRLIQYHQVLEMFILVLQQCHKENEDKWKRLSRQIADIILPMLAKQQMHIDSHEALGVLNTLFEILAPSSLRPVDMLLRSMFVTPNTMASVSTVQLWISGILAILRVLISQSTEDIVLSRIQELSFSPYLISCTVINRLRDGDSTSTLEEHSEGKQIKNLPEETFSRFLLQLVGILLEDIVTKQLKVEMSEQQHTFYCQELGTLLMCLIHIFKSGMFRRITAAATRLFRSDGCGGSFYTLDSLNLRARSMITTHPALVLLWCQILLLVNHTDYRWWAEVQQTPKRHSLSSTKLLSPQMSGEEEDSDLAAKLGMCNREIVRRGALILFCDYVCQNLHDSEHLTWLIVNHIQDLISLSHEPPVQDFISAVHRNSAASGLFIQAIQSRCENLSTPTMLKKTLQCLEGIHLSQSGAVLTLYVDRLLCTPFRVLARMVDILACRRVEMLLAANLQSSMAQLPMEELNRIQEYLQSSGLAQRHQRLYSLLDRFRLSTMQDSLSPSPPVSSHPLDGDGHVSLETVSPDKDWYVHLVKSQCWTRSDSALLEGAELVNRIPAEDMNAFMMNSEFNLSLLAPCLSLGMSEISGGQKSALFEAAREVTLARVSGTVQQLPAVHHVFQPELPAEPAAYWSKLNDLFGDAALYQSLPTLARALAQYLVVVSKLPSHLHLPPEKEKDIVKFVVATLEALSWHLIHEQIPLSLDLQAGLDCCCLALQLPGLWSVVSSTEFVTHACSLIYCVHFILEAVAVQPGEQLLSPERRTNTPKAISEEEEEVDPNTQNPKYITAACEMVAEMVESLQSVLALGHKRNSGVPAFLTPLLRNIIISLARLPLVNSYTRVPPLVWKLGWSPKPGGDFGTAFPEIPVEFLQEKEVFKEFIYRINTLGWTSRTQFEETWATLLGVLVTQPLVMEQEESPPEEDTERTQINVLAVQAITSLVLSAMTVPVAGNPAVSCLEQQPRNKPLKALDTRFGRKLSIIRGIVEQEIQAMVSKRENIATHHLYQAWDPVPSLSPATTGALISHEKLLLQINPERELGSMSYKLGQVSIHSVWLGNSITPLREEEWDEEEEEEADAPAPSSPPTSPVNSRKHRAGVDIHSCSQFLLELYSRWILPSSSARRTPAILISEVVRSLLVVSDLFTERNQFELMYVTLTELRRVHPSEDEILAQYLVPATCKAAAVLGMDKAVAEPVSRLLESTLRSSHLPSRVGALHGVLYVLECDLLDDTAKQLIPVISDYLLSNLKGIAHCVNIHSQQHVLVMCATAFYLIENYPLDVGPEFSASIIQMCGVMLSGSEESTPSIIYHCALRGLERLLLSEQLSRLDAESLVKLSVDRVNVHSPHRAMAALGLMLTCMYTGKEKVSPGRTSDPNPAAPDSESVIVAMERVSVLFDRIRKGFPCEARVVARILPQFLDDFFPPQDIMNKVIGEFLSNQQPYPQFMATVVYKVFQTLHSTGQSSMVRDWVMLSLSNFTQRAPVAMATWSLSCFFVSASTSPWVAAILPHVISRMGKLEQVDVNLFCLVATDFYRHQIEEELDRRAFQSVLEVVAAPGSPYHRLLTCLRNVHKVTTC
An asterisk follows results filed as active; i = inactive; nt = not tested or not shown; & = joins results of further samples. Rule as the data show it: active = inhibition above about 50%; inactive = the rest. Random draw from the library (roughly 3.6% active in at least one column).

| Molecule | Pf apPOL block | mHTT-CaM PPI inh |
| --- | --- | --- |
| COc1cccc(C2=CC(c3ccc(Cl)cc3)n3nnnc3N2)c1 (stereo not drawn) | -6 | -8 |
| O=C(NCc1ccccc1)c1cn2c(n1)CCCC2 | -2 | 1 |
| COc1ccc(OC)c(NC(=O)CCS(=O)(=O)c2ccc(Br)s2)c1 | 0 | 2 |
| COCCNC(=O)C1CCC(Cn2c(=O)[nH]c3ccsc3c2=O)CC1 (stereo not drawn) | 0 | -1 |
| Cc1ccccc1-n1c(O)c(C=Nc2ccccc2)c2ccccc2c1=O | 2 | 41 |
| Cc1c(C(=O)Nc2ccncc2)cccc1[N+](=O)[O-] | 2 | 0 |
| O=C(Nc1ccc(-c2nc3ccccc3o2)cc1)c1cc(=O)c2ccccc2o1 | -5 | -14 |
| N#CC(=Cc1ccc(Cl)cc1Cl)c1cccc(C(F)(F)F)c1 | 5&-4 | nt |
| CC1=CC(=C2C(=O)NC(=O)NC2=O)C=C(C)N1c1ccc(Cl)cc1 | 0&6 | 28&16 |
| O=c1oc(COc2ccc(Cl)cc2Cl)nc2ccccc12 | -8 | nt |
| COc1cc(NC(=O)CSc2n[nH]c(C)c2[N+](=O)[O-])cc(OC)c1OC | 0 | 1 |
| O=C1C2C3C=CC(C3)C2C(=O)N1CNc1ccc(O)cc1 (stereo not drawn) | 6 | 35 |
| Cc1ccc(C)c(N2CCN(C(=O)c3cccc(-c4nccnc4N(C)C)c3)CC2)c1 | 0 | 44 |
| O=C(NCCC1CCN(S(=O)(=O)c2ccc(F)cc2)CC1)Nc1ccccc1 | -2 | 29 |
| CCC(=O)NS(=O)(=O)c1ccccc1 | 0 | -6 |
| O=S(=O)(CCOc1ccccc1)Nc1cccc(Br)c1 | -11 | -18 |
| Cc1nc(-c2nnc(-c3ccc(Cl)cc3)o2)c(C(F)(F)F)o1 | -16 | nt |
| Cc1ccc(CN2CCOCC2)cc1 | 2 | -6 |
| CC1(C)CC(=O)C([N+](=O)[O-])=C(Nc2ccccc2)C1 | 6 | -2 |
| CCS(=O)(=O)N1CCC(Nc2cccnc2)C1 (stereo not drawn) | 2 | -6 |

Brought forward from above: six compounds; new compounds follow.
| Molecule | Pf apPOL block | mHTT-CaM PPI inh |
| --- | --- | --- |
| CCC(=O)NS(=O)(=O)c1ccccc1 | 0 | -6 |
| O=S(=O)(CCOc1ccccc1)Nc1cccc(Br)c1 | -11 | -18 |
| Cc1nc(-c2nnc(-c3ccc(Cl)cc3)o2)c(C(F)(F)F)o1 | -16 | nt |
| Cc1ccc(CN2CCOCC2)cc1 | 2 | -6 |
| CC1(C)CC(=O)C([N+](=O)[O-])=C(Nc2ccccc2)C1 | 6 | -2 |
| CCS(=O)(=O)N1CCC(Nc2cccnc2)C1 (stereo not drawn) | 2 | -6 |
| CCOc1ccc(CCNC(=O)c2cc3cc4ccc(OC)cc4nc3o2)cc1OCC | -2 | 4 |
| CC12CN3CC(C)(CN(C1)C3c1cc(Br)ccc1O)C2 (stereo not drawn) | 15 | -3 |
| CC(=O)N1CCC2(CC1)N=C(c1ccccc1O)CC(c1ccccc1O)N2 (stereo not drawn) | -1 | 47 |
| COc1cccc(C=Nn2nnc3sc(-c4ccccc4)cc3c2=O)c1 | 1 | nt |
| N/C(=N\OCC(=O)N1CCOCC1)c1nonc1N | 4 | i |
| CCOC(=O)[C@@H]1CSCCS(=O)(=O)N1Cc1ccccc1 | -2 | -7 |
| CSc1ccc(NC(=O)N2CC3CC2CC3NC(=O)c2cccs2)cc1 (stereo not drawn) | -1 | 6 |
| Cc1c(N(C(=O)c2ccc([N+](=O)[O-])cc2)C(C)C)c(=O)n(-c2ccccc2)n1C | -1 | -1 |
| CC(=O)c1ccc(NS(=O)(=O)c2ccc(C)c(C(N)=O)c2)cc1 | -14 | 0 |
| C=CCSc1nc(N)c(C#N)c(-c2cccs2)c1C#N | 4 | -8 |
| O=C(CN1C(=O)C(c2ccc(F)cc2)=NC12CCCC2)Nc1ccccc1F | -8 | -4 |
| CCc1cc(C(=O)c2ccc(OC)cc2)c(NC(=O)CN2CCN(C)CC2)s1 | -2&-26 | nt |
| COc1ccc(Nc2nc(N)nc(CN3CCN(c4ccccc4)CC3)n2)cc1 | -4 | 54* |
| O=C(Nc1ccc(-c2nc3ccccc3c(=O)o2)cc1)c1ccc(Cl)cc1 | 5 | 3 |
| Cn1c(N2CCN(S(C)(=O)=O)CC2)nc2ccccc21 | -3 | -9 |
| CC(C)(C)c1csc(=S)n1CCc1ccc(Cl)cc1 | -7 | nt |
| N#CC1=C(N)Oc2[nH]c(=O)[nH]c(=O)c2C1c1ccccc1I (stereo not drawn) | 4 | 2 |
| COC(=O)c1ccc(CSc2ccccc2N)o1 | -1 | nt |
| CC(C)c1cc(C2CCCN2C(=O)Nc2ccc(Br)cc2)on1 (stereo not drawn) | 2 | -3 |
| COc1ccc(C(=O)Nc2nnc(C3CC(=O)N(c4ccccc4)C3)o2)cc1OC (stereo not drawn) | -2 | 61* |
| O=C(COc1ccccc1F)N1CC(c2nc(-c3ccccc3)no2)C1 | -8 | -5 |
| CC(=O)Nc1ccc(S(=O)(=O)N2CCC(c3noc(-c4ccc(C)cc4)n3)CC2)cc1 | -4 | 4 |
| CC1CCc2c(sc3ncn4c(SCc5ccc6c(c5)OCO6)nnc4c23)C1 (stereo not drawn) | -8 | -2 |
| O=C(Nc1nccn(-c2ccc(F)c(Cl)c2)c1=O)c1ccccn1 | -4 | -4 |
| COc1cc(Cl)c(C)cc1NC(=O)c1ccc(I)cc1 | -1 | -4 |
| Cc1ccc(C)c(CN2C(=O)NC3(CCN(C(=O)c4ccccc4F)CC3)C2=O)c1 | -7 | 13 |
| COCCn1c(C)cc(C(=O)CSc2ccc3ccccc3n2)c1C | -7 | 39 |
| COc1ccc(NC(=O)C2(C)Oc3cccnc3N(C(C)C)C2=O)cc1 (stereo not drawn) | 5 | 3 |
| Cc1ccc(CN2CCN(C3CCN(C(=O)Nc4cccc(C)c4C)CC3)C2=O)cc1 | 12 | 22 |
| O=C(c1cc2ccccc2s1)N1CCCCC1 | -7 | -4 |
| O=C(Cc1c(O)c2ccccc2oc1=O)c1ccccc1O | 8 | nt |
| N=c1c(C(=O)NCCN2CCOCC2)cc2c(=O)n3ccccc3nc2n1CC1CCCO1 (stereo not drawn) | -13 | -1 |
| CC(=O)Nc1ccc(CN2CCCCC2)cc1 | -5 | -7 |
| CC(C)C(=O)Nc1ccc2c(c1)C(=O)N(CCC(=O)O)C2=O | -8 | 2 |
| CC1CCN(Cc2cc(=O)oc3cc4c(cc23)CCCC4)CC1 | -9 | -4 |
| COCCn1c(C2CCN(C(=O)Nc3cccc(C(F)(F)F)c3)C2)nc2cccnc21 (stereo not drawn) | -6 | 6 |
| N#C/C(=C\c1ccc(Br)cc1)c1nc(-c2ccc([N+](=O)[O-])cc2)cs1 | 2 | 2 |
| CSCCNS(=O)(=O)c1ccc(C)c([N+](=O)[O-])c1 | -5 | -2 |
| CCc1ccccc1NC(=O)COc1cc(C)nc(N2CCCC(C)C2)n1 (stereo not drawn) | 1 | -6 |
| Cc1cccc(-n2ncc3c(NC(C)(C)C)ncnc32)c1 | -6 | 9 |
| N#CCc1nc(-c2ccc(Cl)c(Cl)c2)cs1 | -17&-71 | nt |
| CS(=O)(=O)c1ccc2nc(NC(=O)/C=C/c3ccc4c(c3)OCO4)sc2c1 | -8 | 40 |
| CCC(=O)NCc1csc(C2CCCN(C(=O)c3ccc(OC)cc3C)C2)n1 (stereo not drawn) | -7 | -12 |
| O=C(COc1ccccc1)N1CCc2cc(-c3ccno3)ccc21 | -6 | -9 |
| O=c1oc2c(CN3CC4CC(C3)c3cccc(=O)n3C4)c(O)ccc2cc1-c1ccccc1 (stereo not drawn) | -66 | 20 |
| COc1cc(-c2noc(C)c2C(=O)NCCc2c[nH]c3ccccc23)cc(OC)c1OC | -3 | 30 |
| O=C(c1cc2sc3ccccc3c2s1)N1CCOCC1 | -1&-6 | -5&1 |
| COc1ccc(OC)c(NC(=O)c2ccc(S(=O)(=O)NC3CC3)cc2)c1 | -5 | -7 |
| CCc1ccc(C2CC(c3cccc(OC)c3)Nc3nc(N)nn32)cc1 (stereo not drawn) | -2 | 4 |
| CCOC(Cn1c(SCC(=O)Nc2ccccc2Cl)nc2ccccc2c1=O)OCC | -5 | -7 |
| NCC(O)COc1ccc(Br)cc1 (stereo not drawn) | -4 | -6 |
| Cc1ccc(NC(=O)Cn2cc(F)c(=O)n(CC(=O)Nc3ccc(C)cc3)c2=O)cc1 | -5&-4 | 10&11 |
| CC(C)c1ccc(-c2ccnc3c(C(=O)NC(C)c4ccncc4)cnn23)cc1 (stereo not drawn) | -2 | -14 |
| CC(SCC(=O)O)(SCC(=O)O)c1cccc([N+](=O)[O-])c1 | -6 | nt |
| COc1ccc(C(=O)Nc2ccc(Br)cc2C)cc1OC | -9 | 0 |
| NC1=Nc2ccc(Cl)cc2SC1 | nt | -1 |
| CCN(C)C(=O)c1csc(-c2cccc(OC(C)C)c2)n1 | -4 | 3 |
| CS(=O)(=O)N(CC(=O)Nc1ccc2c(c1)OCCO2)c1cccc(Cl)c1Cl | 0 | 10 |
| CCn1c(SCC(=O)NC2CCCCC2)nnc1-c1ccc(N)cc1 | -14 | 2 |
| O=C(O)CSCc1ccccc1 | -6&-4 | nt |

The list continues:
| Molecule | Pf apPOL block | mHTT-CaM PPI inh |
| --- | --- | --- |
| O=C(CN1CCC2(CC1)N=C(c1cccc(Cl)c1)C(=O)N2)Nc1ccccc1Cl | 10 | 22 |
| CC(C)(C)NC(=O)c1ccc2nc(-c3ccccc3)cn2c1 | -3 | -9 |
| CCSC1=NCN(CCCC(=O)O)CN1 | nt | -1 |
| Cc1cc(NC(=O)C2CC(c3c(F)cccc3Cl)=NO2)n(-c2ccccc2)n1 (stereo not drawn) | -4 | 4 |
| Cc1cc2c(c(=O)[nH]1)C(=O)O/C2=C\c1ccc(F)cc1 | -8 | 13 |
| O=[N+]([O-])c1ccc(CN2CCN(Cc3ccc4c(c3)OCO4)CC2)s1 | -15 | 11 |
| O=C(Nc1cccc(Cl)c1)c1cccs1 | -1 | -13 |
| COc1ccc(-n2c(SCC(=O)NC(=O)Nc3ccccc3)nnc2-c2cccs2)cc1 | 4 | nt |
| Cc1ccccc1C(=O)NC1CCN(c2nc3c(s2)c(C)nn3-c2ccccc2)CC1 | -3 | 1 |
| CSCCC(C)(O)CNC(=O)C=Cc1ccco1 (stereo not drawn) | 1 | 0 |
| NC(=O)c1cc2cc(Cl)cc(Cl)c2oc1=Nc1cccc(C(F)(F)F)c1 | 4 | -4 |
| CN(C(=O)CN1C(=O)C2C3CC(C(Br)C3Br)C2C1=O)C1CCCCC1 (stereo not drawn) | -9 | 10 |
| CC(C)C(=O)N1CCC(c2ccn3ncc(C(=O)N4CCCCC4)c3c2)CC1 | -2 | 5 |
| O=C(CC1CCN(C(=O)C2CCCCC2)CC1)NCCCN1CCCC1=O | -4 | 2 |
| O=c1/c(=C/c2ccncc2)sc2nc3ccccc3n12 | -4 | 4 |
| Nc1ccc(NC(=O)c2cc(Cl)ccc2O)c(Cl)c1 | 1 | 21 |
| Cc1cccc(NC(=O)Cn2cnc3c(-c4ccc(F)cc4)csc3c2=O)c1 | -2 | -5 |
| C=CCNC(=O)c1c(NC(=O)c2ccccc2F)sc2c1CCCC2 | -2 | 1 |
| CC(C(=O)O)c1nn(C)c(=O)c2ccccc12 (stereo not drawn) | 2 | -7 |
| COc1cc(/C=C/c2nc3ccccc3c(=O)n2-c2ccccc2[N+](=O)[O-])ccc1O | 5 | 50* |

Compound profiles (already shown):
CCN(C)C(=O)c1csc(-c2cccc(OC(C)C)c2)n1 across the screens: Pf apPOL block = -4; mHTT-CaM PPI inh = 3
NC(=O)c1cc2cc(Cl)cc(Cl)c2oc1=Nc1cccc(C(F)(F)F)c1 across the screens: Pf apPOL block = 4; mHTT-CaM PPI inh = -4

(more compounds)
| Molecule | Pf apPOL block | mHTT-CaM PPI inh |
| --- | --- | --- |
| COc1nccc(N2CCC(CC(=O)NCCN3CCC(C)CC3)CC2)n1 | -3 | 11 |
| Cc1cc(-c2ccccc2)n[nH]1 | 83* | 7 |
| CCC(CC)C(=O)NCCC1CCN(C(=O)c2ccccc2)CC1 | -2 | 29 |
| Cc1cc(C)c(NC(=O)CSc2nnc(CNC(=O)c3c(F)cccc3Cl)o2)c(C)c1 | 1 | -1 |
| c1ccc(CC2COC(C3=N[C@@H](Cc4ccccc4)CO3)=N2)cc1 (stereo partly drawn) | nt | -5 |
| Cc1[nH]nc(-c2ccc(O)cc2O)c1Oc1ccccc1F | -9 | 42 |
| COc1ccccc1/C=C/C=C1\N=C(c2ccccc2F)OC1=O | 2 | 19 |
| COc1cccc(CNC(=O)c2ccn3c(-c4ccc(F)cc4)nnc3c2)c1 | -6 | -3 |
| O=C(Nc1c2c(nn1-c1ccc(F)cc1)CS(=O)(=O)C2)c1cc(Cl)ccc1Cl | -3 | 5 |
| CCCN1CCN(CCNC(=O)c2cc3cn(C4CC4)cc3s2)CC1 | -3 | 11 |
| COc1ccc(C2CC(c3ccc(OC)cc3)n3nc(N)nc3N2)cc1 (stereo not drawn) | -2 | -3 |
| CN(C)C(=O)c1cnn(-c2cccc(F)c2)c1-n1cccc1 | -2 | 3 |
| Nc1nc(Cl)cc(Oc2ccc(I)cc2)n1 | -12 | -5 |
| CCOc1ccc(CC(=O)N2CCCC2c2cc(C)on2)cc1 (stereo not drawn) | 4 | -4 |
| O=C(c1cccc(Cl)c1)N1CCN(c2ccccc2[N+](=O)[O-])CC1 | -2 | 21 |
| CC(C)C(=O)N1CCN(c2nc3c(s2)CC(C(=O)NCCN2CCOCC2)CC3)CC1 (stereo not drawn) | 1 | 3 |

From PubChem
